Bioassay records from PubChem.
ADAM10 inh: ADAM10 inhibition, QFRET primary screen; O14672; recombinant ADAM10, EDANS/DABCYL FRET peptide cleavage, 3 h; inhibition, % at 7 µM; actives 0.62% (n = 370,000); AID 720582;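 active = inhibition above a per-campaign cutoff equal to the mean of compounds falling between control-based bounds plus 3 SD, cut at about 20% in these data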;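 note: 0% = DMSO wells while the 100% control is not disclosed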
ASAP1 inh: blocks human ASAP1-stimulated Arf1 GTP hydrolysis. GDP FP detection. inhibition, % at 16.5 µM. actives 0.19% (n = 360,000); in the data active = inhibition above about 25%;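 note: 0% = vehicle with enzyme and substrate and 100% = no enzyme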
Target sequence (Q9ULH1 325-724 limits assumed): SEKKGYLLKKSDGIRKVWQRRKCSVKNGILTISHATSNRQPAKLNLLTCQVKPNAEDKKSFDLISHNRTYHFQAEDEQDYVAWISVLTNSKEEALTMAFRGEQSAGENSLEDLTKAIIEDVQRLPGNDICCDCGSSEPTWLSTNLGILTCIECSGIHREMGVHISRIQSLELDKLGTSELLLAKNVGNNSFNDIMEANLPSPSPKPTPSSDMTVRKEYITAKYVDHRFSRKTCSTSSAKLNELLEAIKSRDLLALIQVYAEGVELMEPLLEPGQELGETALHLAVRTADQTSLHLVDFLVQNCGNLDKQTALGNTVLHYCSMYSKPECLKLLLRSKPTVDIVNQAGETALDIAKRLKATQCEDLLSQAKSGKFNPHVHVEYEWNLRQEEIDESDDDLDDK
Tn7 DDE FP: DD(E)-Tn7 binding inhibition, primary FP screen. P02675. FP displacement of FITC-Tn7 peptide from fibrin DD(E); 0% = median of compound wells per plate. inhibition, % at 8.3 µM. actives 0.13% (n = 370,000). AID 720508;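 active = inhibition above the mean of compounds falling within the control limits plus 3 SD of them, cut at about 14% in these data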;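 note: 0% = plate median of compound wells and 100% = 10 µM Aha-Tn7 peptide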
Target sequence (P02675 whole entry, looked up): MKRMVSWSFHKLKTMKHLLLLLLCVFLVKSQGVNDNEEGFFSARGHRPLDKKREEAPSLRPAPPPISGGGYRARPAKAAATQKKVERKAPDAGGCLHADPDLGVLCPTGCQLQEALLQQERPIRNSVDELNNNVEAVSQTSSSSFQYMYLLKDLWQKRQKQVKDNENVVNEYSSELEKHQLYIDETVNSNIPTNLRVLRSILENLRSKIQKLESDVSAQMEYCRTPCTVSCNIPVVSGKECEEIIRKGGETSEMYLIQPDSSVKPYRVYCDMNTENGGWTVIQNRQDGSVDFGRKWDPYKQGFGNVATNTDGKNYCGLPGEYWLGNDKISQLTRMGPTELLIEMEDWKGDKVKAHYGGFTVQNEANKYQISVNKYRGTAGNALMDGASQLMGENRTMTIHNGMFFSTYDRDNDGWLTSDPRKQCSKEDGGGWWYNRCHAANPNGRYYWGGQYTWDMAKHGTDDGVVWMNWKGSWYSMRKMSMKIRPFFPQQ
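Test system: human clot-derived fibrin DD(E) complex / Quantity: 2 µM final DD(E) protein / Incubation: 10 min plus 3 h, room temperature / Measured by: fluorescence polarization / Benchmarks: high control of 10 µM Aha-Tn7 peptide / Replicates: singlicate testing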
ARFGAP1 inhibitor: rat ARFGAP1 inhibition | Q62848 | Arfgap1-stimulated ARF1 GTP hydrolysis, GDP FP detection | inhibition, % at 16.5 µM | actives 0.26% (n = 360,000);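 active = inhibition above a per-plate limit, mean inhibition of low control wells plus 3 SD, cut at about 25% in these data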;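 note: 0% = DMSO wells with enzyme and 100% = wells lacking Arfgap1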
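system = rat Arfgap1 catalytic domain, aa 1-136 | technique = FP, GDP Alexa 633 tracer displaced from anti-GDP antibody, 620/688 nm | compound = one concentration, 16.5 µM, DMSO 1.26% | medium = HEPES-based buffer, pH 7.5 | timing = compound-enzyme preincubation 20 min, reaction 120 min, detection 60 min, 25 °C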
Tn6 DDE FP: DD(E)-Tn6 binding inhibition, primary FP screen; P02675; Fibrin DD(E) TRITC-Tn6 fluorescence polarization displacement; inhibition, % at 8.3 µM; actives 0.21% (n = 370,000);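 active = inhibition above a per-campaign cutoff: mean of compounds within control limits plus 3 SD, cut at about 15% in these data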;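 note: 0% = median of all compound wells on the plate and 100% = blocking peptide control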
SIAE inh: blocks human sialic acid acetylesterase; SIAE FP-Rh probe binding, fluorescence polarization; actives 0.69% (n = 370,000); inhibition, % at 9.66 µM; Q9HAT2; AID 1053197;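 active = inhibition above a cutoff: mean of compounds within the control limits plus 3 SD of those, cut at about 17% in these data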;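 note: 0% = plate median of compound wells and 100% = probe without SIAE protein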
ADAM17 inh: inhibits human ADAM17. P78536. recombinant ADAM17, EDANS/DABCYL FRET peptide cleavage. inhibition, % at 6.95 µM. actives 0.83% (n = 370,000);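 active = inhibition above the mean of compounds lying between control limits plus 3 SD, set per campaign, cut at about 8.5% in these data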;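 note: 0% = DMSO-only wells as the low control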
TDP2 absorb: TDP2 (human) inhibition, absorbance primary screen; O95551; actives 0.34% (n = 370,000); AID 720702; inhibition, % at 12.8 µM; recombinant TDP2, T5PNP hydrolysis, p-nitrophenol absorbance 415 nm;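 active = inhibition above the mean of all tested compounds plus 3 SD, set per campaign, cut at about 25% in these data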;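 note: 0% = DMSO with enzyme and 100% = buffer with substrate but no TDP2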
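Evaluation: % inhibition relative to enzyme-containing and enzyme-free wells. Material: recombinant human TDP2. Benchmarks: enzyme-free and DMSO wells. Timing: enzyme reaction with compound for 2 h at 37 °C. Compound dosing: 12.8 µM only. Measured by: p-Nitrophenol epi absorbance. Reagent: T5PNP substrate at 5 mM, a TopII-DNA adduct mimic. Replication: single well per compound.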
PLCg1 inh: PLC-gamma1 (human) inhibition, primary screen | purified PLC-gamma1, fluorogenic substrate, fluorescence | inhibition, % at 12.2 µM | actives 0.84% (n = 370,000) | AID 720700; in the data active = inhibition above about 9.5%
PLCb3 inh: inhibitors of human phospholipase C beta3; Q01970; actives 0.18% (n = 370,000); AID 720704; inhibition, % at 12.2 µM; Purified PLC-beta3, fluorogenic substrate, fluorescence; in the data active = inhibition above about 11%;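 note: 0% = median of compound wells on plate and 100% = full blocker control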
Active calls of the source: *; i = inactive; . = not tested or not shown.

SMILES,ADAM10 inh,ASAP1 inh,Tn7 DDE FP,ARFGAP1 inhibitor,Tn6 DDE FP,SIAE inh,ADAM17 inh,TDP2 absorb,PLCg1 inh,PLCb3 inh
CCc1nnc(NS(=O)(=O)c2ccc(N=Cc3c(C)[nH]n(-c4ccc(Cl)cc4)c3=O)cc2)s1,10,-12,2,-6,-4,1,-2,13,6,3
O=C1CCCN2N=C(SCC(=O)Nc3cccc(F)c3)SC2=N1,2,1,-2,-12,-2,-4,-4,4,3,-8
Cc1ccc2nc(-c3ccncc3)cc(C(=O)Nc3ccncc3)c2c1,-57,0,-9,3,3,-8,-6,0,-6,-15
Cc1nc2nc(C)c(CCC(=O)N3CCOCC3)c(C)n2n1,-3,3,0,6,2,4,3,-6,4,3
CCc1nc(N2CCN(CC(=O)NCC3CCCO3)CC2)c(C#N)c2c1COC(C)(C)C2 (stereo not given),-2,-12,2,11,-3,2,2,5,-5,-15
Nc1nonc1C(=Nc1ccc(Br)cc1)NO,8,3,2,-1,7,-2,0,12,3,1
Cc1cccc(NS(=O)(=O)c2ccc(C)c(C(=O)NCc3ccccn3)c2)c1,-1,7,-1,-1,0,8,-3,8,2,-5
O=C(Nc1ccc2c(c1)OCO2)C1CC(c2ccccc2O)=NO1 (stereo not given),4,0,-6,8,-8,11,1,11,0,-6
CS(=O)(=O)c1cnc2c(-c3ccc(F)cc3)cnn2c1N,-6,4,-1,-1,1,-2,-3,3,1,-3
CC1(C(=O)NS(=O)(=O)c2ccccc2)CCN1C(=O)C1(c2ccc(Cl)cc2)CCC1 (stereo not given),-11,8,-10,-2,1,-1,0,-12,1,-1
Cc1ccccc1C(=O)NC(=S)Nc1ccccc1N1CCCC1,-2,15,-9,17,6,1,2,-12,-12,-20
CC(=O)N1CCN(C(=S)c2ccc([N+](=O)[O-])cc2)CC1,-2,0,-4,-1,-6,1,-2,-6,4,0
COc1ccccc1NC(=O)CN1CCN(C(=O)c2ccco2)CC1,-11,-11,2,-2,-1,6,-4,-6,-1,0
CCCc1nc2c([nH]1)C(c1cccnc1)C(C#N)=C(N)O2 (stereo not given),2,1,-4,-1,1,4,-2,6,1,5
CCN(c1ccccc1)S(=O)(=O)c1ccc(C(=O)Nc2cc(C)ccn2)cc1,-1,11,-1,14,6,-13,1,1,1,-1
CC(C)CNC(=O)C1(C)CCCN1Cc1ccccc1OC(F)F (stereo not given),1,0,-3,0,-1,3,0,2,2,2
CC(=O)N1CCCc2cc(S(=O)(=O)N3CCCC(C(=O)N4CCN(c5cc(C)ccc5C)CC4)C3)ccc21 (stereo not given),17,6,-7,5,-3,1,9,-20,7,-14
O=C(CSc1ccccc1C(=O)O)NC1CCCCCCC1,-5,-4,7,-11,-3,10,3,-12,-2,3
COc1ccnc(C(=O)N2CCC(Oc3cccnc3)CC2)c1,2,.,2,.,-5,-1,2,0,0,0
Cc1ccccc1C(=O)Nc1nnc(-c2ccco2)s1,-9,-4,1,14,0,10,1,6,-9,-5
O=C(Cn1cc2c(n1)CCCC2)NC1CCCCCC1,-3,12,-4,6,0,0,1,-2,3,-1
CC(NC(=O)Nc1ccccc1)C(c1ccccc1)N1CCOCC1 (stereo not given),10,4,-7,-4,5,-4,0,-4,3,6
CCC(C)NC(=O)C1CCN(c2nc(OC)nc(OC)n2)CC1 (stereo not given),4,-15,-5,-8,-8,2,6,-9,1,4
COc1ccc(/C(O)=C2/C(=O)C(=O)N(c3ccccn3)C2c2ccc(C(C)C)cc2)cc1 (stereo not given),-1,-4,0,-4,0,5,6,-22,1,-5
CCN(CC)C(=O)[C@H]1CC(CC(=O)NCCCn2ccnc2)C(=O)N2CCc3c([nH]c4ccccc34)[C@]12C (stereo not given in full),-18,-5,5,3,5,7,-7,9,0,1
O=C1c2ccccc2CSc2c(O)cccc21,4,-3,-5,-3,5,3,2,7,-3,-8
Cn1ccc(-c2ccccc2)n1,-13,1,-1,6,-4,-7,-7,0,-1,-5
Fc1ccccc1CNCC1CCCO1 (stereo not given),-17,9,-1,8,0,-4,-8,-11,9,-10
Cc1ccc(-c2c(NC(=O)c3ccc(F)cc3)nc3ncccn23)cc1,-301,.,5,.,-5,0,-89,7,-279,-357
COc1ccc(CN(CC(=O)NCc2ccc(F)cc2)C(=O)c2csnn2)cc1,3,-15,1,3,-7,2,-1,7,0,-2
CCC(=O)c1cc(F)ccc1OCC(=O)Nc1ccc2c(c1)OCCO2,-1,-17,5,2,8,0,-7,-6,0,-6
c1ccc2cc(CNCc3cccc4ccccc34)ccc2c1,8,-3,-3,7,3,-2,-1,-13,5,0
Cc1ccc(CC(=O)Nc2nncs2)cc1,-12,-4,8,5,2,-6,-2,-8,1,1
CCO[C@@H]1OC(C(=O)NC2CC2)=C[C@H](C2CCCCC2)[C@H]1CCCO,-7,6,-4,7,5,-10,-6,7,-1,-3
CC(/C=N/NC(=O)Cn1nccc1C)=C\c1ccc(C(C)C)cc1,0,-5,6,-4,-7,-3,2,-8,2,-6
CCC(C(=O)NCc1cccc(C)c1)n1nc(C)c2c(C)n(-c3ccccc3)nc2c1=O (stereo not given),-3,1,1,2,0,0,-5,3,-1,-6
Nc1nc(SCC(=O)Nc2ccc(Oc3ccccc3)cc2)n[nH]1,4,0,-4,7,0,1,2,-13,5,3
Cn1c(SCC(=O)c2ccc3c(c2)OCCO3)nnc1C(F)(F)F,-1,6,2,0,4,0,2,16,-2,-3
Cc1ccc(C(=O)NC2CCN(C(=O)Nc3ccc(F)cc3)CC2)cc1,1,-2,1,-10,9,9,0,-8,0,-4
COc1cccc(/C(O)=C2/C(=O)C(=O)N(CCN3CCOCC3)C2c2cccs2)c1 (stereo not given),1,8,3,-12,0,14,1,-5,-2,-2
CC(C)Cc1nnc(NC(=O)c2ccc3c(c2)OCCO3)s1,-15,4,9,11,5,-9,-5,3,-2,-9
O=C(CSc1n[nH]c(=O)n1C1CC1)Nc1ccc(Cl)c(Cl)c1,4,1,-6,0,-6,-5,-1,-10,5,-4
COc1cc(/C=C/C(=O)Nc2ccc(C)cc2)cc(OC)c1OC,4,6,-1,11,7,-4,1,-2,4,-5
Cn1c(=O)c2cc(NC(=O)CCc3cccnc3)ccc2n1Cc1ccc(F)cc1,i,-3,1,-1,-3,5,-401,-6,-242,-287
O=C(CSc1nc(-c2ccco2)cc(C(F)(F)F)n1)N1CCN(c2ccc(Cl)cc2)CC1,-1,6,3,3,-6,-8,-4,1,-2,0
CCc1nnc(NC(=O)c2ccc(COc3cccc(C)c3)o2)s1,7,16,-1,-8,-3,5,2,4,3,-4
CC1CC(C)CN(CC(=O)c2cccs2)C1 (stereo not given),4,-4,3,1,6,9,-4,0,0,-5
CCOC(=O)C1CCN(C(=O)COC(=O)c2cccc(NS(=O)(=O)c3ccccc3)c2)CC1,-14,10,3,18,-4,2,-2,21,-2,-12
Cc1nc(NC(=S)NC(=O)c2ccccc2)sc1C(=O)N(C)C,2,0,2,8,7,7,-1,-8,-1,0
C[C@H](O)[C@@H]1CN2CCc3c([nH]c4c(-c5ccccc5)cccc34)[C@@H]2C[C@@H]1N(C)C(=S)Nc1ccc(C#N)cc1,-36,.,0,.,-5,-8,-8,-2,-199,-287

Continuation.
SMILES,ADAM10 inh,ASAP1 inh,Tn7 DDE FP,ARFGAP1 inhibitor,Tn6 DDE FP,SIAE inh,ADAM17 inh,TDP2 absorb,PLCg1 inh,PLCb3 inh
CCCCCCN1C[C@@H](n2cc(C3CC3)nn2)[C@H](O)C[C@@H]1c1ccc(OC)cc1,-2,5,1,-2,4,1,0,-3,-5,-5
C(=N\Nc1ncnc2sc3c(c12)CCC3)/c1cccs1,7,11,1,12,-8,-9,8,-33,-7,-22
CC1CCCC(C)N1/N=C/c1ccccc1C(=O)O (stereo not given),-1,-1,-7,3,6,12,1,4,2,3
CN(CCC#N)C(=O)CSc1nnc(-c2c[nH]c3ccccc23)o1,-6,8,-2,2,2,15,0,-4,2,-1
COc1cccc(C(=O)CSc2nnc(CNS(C)(=O)=O)n2-c2ccc(C)cc2)c1,3,5,-6,7,-2,5,0,-1,-1,2
Cc1c(CC(=O)O)c(=O)oc2c(C)c(OCc3nn[nH]n3)ccc12,i,-5,0,0,6,-4,-200,-19,-58,-79
Cc1ccnc(SCCn2c(Br)nc3c2c(=O)[nH]c(=O)n3C)n1,-3,13,-5,-4,4,-7,2,-5,4,1
O=C(CN1CCN(c2ccccn2)CC1)Nc1ccc(Oc2ccccc2)cc1,14,0,-1,-2,1,2,2,-4,1,0
